KB-3-1 tox: qHTS assay for MDR1-selective chemotherapeutics: Primary screen using the parental adenocarcinoma cell KB-3-1; hit rate 1.4% among 400,000; Potency, µM (top dose mostly 46.1 µM), for inactives: at the top dose activity change, negative = cytotoxic, most hits filed as cytotoxic; KB-3-1 viability, CellTiter-Glo ATP luminescence, 72 h; also: potency is read from the fitted curve at half-maximal effect; % is scaled to controls: 0 for no effect and ±100 for the full control effect; nearly all actives have a fitted effect of over 60% in size
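Viability of parental KB-3-1 cells, measured by CellTiter-Glo luminescence, followed a 72 h incubation at 37 °C with pinned compounds in phenol-red-free DMEM containing 10% FBS.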
WRN helicase inh: qHTS for Inhibitors of WRN Helicase; Bifunctional 3'-5' exonuclease/ATP-dependent helicase WRN (Homo sapiens), Q14191; WRN helicase unwinding, fluorescent forked duplex, kinetic; Potency, µM (doses to about 114 µM), for inactives: at the highest dose activity change, negative = inhibition, actives largely listed as inhibitors; hit rate 0.46% among 360,000; also: potency is read from the fitted curve at half-maximal effect; % is scaled to controls: 0 for no effect and ±100 for the full control effect; nearly all actives have a fitted effect of over 55% in size
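Kinetic fluorescence helicase assay: unwinding of a quenched forked DNA duplex (100 nM final) with 2 mM ATP final raises red fluorescence (525/598 nm). Compounds sat 15 min at room temperature with 20 nM WRN beforehand.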
IL1B secr inh: qHTS for Inhibitors of Inflammasome Signaling: IL-1-beta AlphaLISA Primary Screen; hit rate 4.7% among 360,000; activity change, % at 57.5 µM; THP-1 LPS/ATP IL-1B secretion, AlphaLISA, 16 h; hits give low values; in the data active = activity change below about -50%; inconclusive = mostly about -30% to -49%; also: % is scaled to controls: 0 for no effect and ±100 for the full control effect
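Secreted IL-1B measured by AlphaLISA bead assay after 16 h compound exposure of THP-1 cells; compounds (final up to 57.5 uM) added 1 h before LPS (250 ng/mL) and ATP (1.25 mM) stimulation; lower signal means less secretion.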
ATXN2 expr inh: Primary qHTS for Inhibitors of ATXN expression; AID 1745845, 2022; Potency, µM (series often up to 57 µM), without a hit: at the highest dose activity change, negative = inhibition, actives largely listed as inhibitors; hit rate 0.72% among 360,000; HEK-293 ATXN2-luciferase reporter, luminescence, 24 h; also: potency is read from the fitted curve at half-maximal effect; % is scaled to controls: 0 for no effect and ±100 for the full control effect; nearly all actives have a fitted effect of over 55% in size
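qHTS (up to 57 uM final) was run with 24 h compound exposure of reporter cells at 37 °C. Each well was multiplexed: SteadyGlo luminescence measured ATXN2-luciferase expression after a fluorogenic Gly-Phe-AFC viability readout (25 uM final).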
MCF10A rerep: A quantitative high throughput screen for small molecules that induce DNA re-replication in MCF 10a normal breast cells | hit rate 2.9% among 350,000 | Potency, µM (series often up to 46.1 µM), without a hit: at the highest dose activity, positive = re-replication, hits mostly activators | MCF 10A DNA re-replication, Hoechst nuclear intensity, 48 h; also: potency is read from the fitted curve at half-maximal effect; % of control where 0% means no effect; nearly all actives have a fitted effect of over 50% in size
KB-V1 MDR tox: qHTS assay for MDR1-selective chemotherapeutics: Primary screen using the drug-selected MDR subline cells KB-V1 | KB-V1 MDR cells viability, CellTiter-Glo, 72 h | Potency, µM (titrated, usually from 46.1 µM), for inactives: at the highest dose activity change, negative = cytotoxicity, usual class: cytotoxic | hit rate 3.4% among 400,000; also: potency is read from the fitted curve at half-maximal effect; % is scaled to controls: 0 for no effect and ±100 for the full control effect; nearly all actives have a fitted effect of over 60% in size
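KB-V1 cells (P-gp-expressing MDR subline of KB-3-1) in phenol-red-free DMEM with 10% FBS were exposed to library compounds over a concentration series for 72 h at 37 degrees C. Viability read by CellTiter-Glo luminescence; concentration-effect curves fitted after normalization.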
HT1080 IDH1KD tx: qHTS for induction of synthetic lethality in tumor cells producing 2HG: qHTS for the HT-1080-IDH1KD cell line. hit rate 2% among 360,000. AID 686971, 2013. HT-1080 IDH1 knockdown viability, ATP luminescence, 48 h. Potency, µM (doses to about 46.1 µM), for inactives: top-dose activity, negative = toxicity, usual class: cytotoxic;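 also: potency is read from the fitted curve at half-maximal effect; 0% = DMSO wells and -100% = cell-free medium wells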
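Assay cells: HT-1080 with IDH1 knockdown, 750 per well, RPMI/5% FBS. Exposure: 48 h at 37 °C following 2 h pre-incubation. Read: CellTiter-Glo luminescence; fitted concentration-response, curve class assigned.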
HT1080-NT tox: qHTS for induction of synthetic lethality in tumor cells producing 2HG: qHTS for the HT-1080-NT fibrosarcoma cell line; HT-1080-NT fibrosarcoma viability, CellTiter-Glo ATP luminescence, 48 h; Potency, µM (highest dose often 46.1 µM), inactives show at the top dose activity, negative = less viability, hits mostly cytotoxic; hit rate 1.6% among 360,000;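 also: NT is the 2HG producing partner of a matched IDH1 knockdown line; potency is read from the fitted curve at half-maximal effect; 0% = DMSO-treated cells and -100% = media-only wells without cells; nearly all actives have a fitted effect of over 55% in size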
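Toxicity toward the 2HG-producing NT line was scored as %Activity, normalised to DMSO and no-cell wells, from CellTiter-Glo luminescence after 48 hours' treatment.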
SW480 rerep: A quantitative high throughput screen for small molecules that induce DNA re-replication in SW480 colon adenocarcinoma cells; SW480 DNA re-replication, Hoechst DNA content imaging, 48 h; Potency, µM (highest dose often 46.1 µM), for the others: top-dose re-replication activation, hits mostly activators; hit rate 1.8% among 340,000; also: potency is read from the fitted curve at half-maximal effect; % of control where 0% means no effect; nearly all actives have a fitted effect of over 55% in size
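DNA re-replication was detected as more nuclei of elevated Hoechst intensity after 48 hr exposure to compound (23 nL pinned per well of 250 cells).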
The depositor's hits bear a star; ? = inconclusive; · = not tested or not shown; & = joins results of further samples; [ ] = remark or other dose. Unless noted, calls follow the shape of the dose curve; as a rule, active = well fitted curve in the direction sought with a large enough effect; inconclusive = small, poorly fitted or top-dose-only effect, or another doubt; inactive = no such curve, though single readings can be large; an effect the other way counts as inactive or inconclusive.

Sample of the layout, 9 compounds:
SMILES	KB-3-1 tox	WRN helicase inh	IL1B secr inh	ATXN2 expr inh	MCF10A rerep	KB-V1 MDR tox	HT1080 IDH1KD tx	HT1080-NT tox	SW480 rerep
C[C@H](NC(=O)c1ncn(Cc2ccccc2)c1C(=O)N[C@@H](C)c1ccccc1)c1ccccc1	-22%	-8%	15	-5%	3%	0%	-10%	?	6%
Cc1cc(Cl)ccc1NC(=S)N(CCCN1CCOCC1)Cc1cccs1	4%	-34%[57.1 µM]	-12	-4%	0%	?	-14%	2%	6%
[N-]=[N+]=N[C@@H](CCN1CC[C@H](O)CCC1=O)c1ccccc1	0%&5%	4%	7	5%	-32%[inhibitor]	-5%&-8%	7%	17%	-41%[inhibitor]
S=c1[nH]nc(/C=C/c2ccccc2)o1	0%	4%	-9	·	6%	10%	-8%	-6%	3%
O=S1(=O)CC2N=C(N(Cc3ccc(F)cc3Cl)c3ccccc3F)SC2C1 (stereo not drawn)	-28%	1%	·	-3%	-2%	0%	2%	1%	-5%
CCN(C(=O)COC(=O)CNC(=O)c1ccc(Cl)cc1Cl)c1c(N)n(Cc2ccccc2)c(=O)[nH]c1=O	?	3%	2	-2%	-5%	?	8%	7%	3%
CC(=O)CC1c2cc(F)ccc2C=C(c2ccsc2)N1c1ccc(C#Cc2cncn2C)cc1 (stereo not drawn)	?	-6%	-23	?	·	?	?	?	·
Cn1c(SCC(N)=O)nnc1-c1ccc(S(=O)(=O)N2CCCC2)cc1	13%	-1%	17	5%	-1%	9%	18%	18%	-10%
CCc1nnc(SCC(=O)NCCC2=CCCCC2)nc1CC	2%	-6%	18	-18%	-1%	4%	0%	12%	-6%

The listing, from the start:
SMILES	KB-3-1 tox	WRN helicase inh	IL1B secr inh	ATXN2 expr inh	MCF10A rerep	KB-V1 MDR tox	HT1080 IDH1KD tx	HT1080-NT tox	SW480 rerep
C[C@H](NC(=O)c1ncn(Cc2ccccc2)c1C(=O)N[C@@H](C)c1ccccc1)c1ccccc1	-22%	-8%	15	-5%	3%	0%	-10%	?	6%
Cc1cc(Cl)ccc1NC(=S)N(CCCN1CCOCC1)Cc1cccs1	4%	-34%[57.1 µM]	-12	-4%	0%	?	-14%	2%	6%
[N-]=[N+]=N[C@@H](CCN1CC[C@H](O)CCC1=O)c1ccccc1	0%&5%	4%	7	5%	-32%[inhibitor]	-5%&-8%	7%	17%	-41%[inhibitor]
S=c1[nH]nc(/C=C/c2ccccc2)o1	0%	4%	-9	·	6%	10%	-8%	-6%	3%
O=S1(=O)CC2N=C(N(Cc3ccc(F)cc3Cl)c3ccccc3F)SC2C1 (stereo not drawn)	-28%	1%	·	-3%	-2%	0%	2%	1%	-5%
CCN(C(=O)COC(=O)CNC(=O)c1ccc(Cl)cc1Cl)c1c(N)n(Cc2ccccc2)c(=O)[nH]c1=O	?	3%	2	-2%	-5%	?	8%	7%	3%
CC(=O)CC1c2cc(F)ccc2C=C(c2ccsc2)N1c1ccc(C#Cc2cncn2C)cc1 (stereo not drawn)	?	-6%	-23	?	·	?	?	?	·
Cn1c(SCC(N)=O)nnc1-c1ccc(S(=O)(=O)N2CCCC2)cc1	13%	-1%	17	5%	-1%	9%	18%	18%	-10%
CCc1nnc(SCC(=O)NCCC2=CCCCC2)nc1CC	2%	-6%	18	-18%	-1%	4%	0%	12%	-6%
Cc1ccc(C)c(C(O)c2ncc(-c3ccc(Cl)cc3)[nH]2)c1 (stereo not drawn)	0%	-7%	24	-13%	·	1%	?	?	·
Cc1ccc(CC(=O)Nc2ccc(OC(F)F)c(Cl)c2)cc1C	2%	-6%	2	-12%	?	5%	0%	21%	-2%
CCCc1cc(Nc2ccccc2OCC)n2ncnc2n1	-16%	-10%	-8	20%	-13%	?	-13%	-5%	-7%
O=C(NCc1ccc(F)cc1)c1cc(C2CCCCN2C(=O)c2ccccc2)on1 (stereo not drawn)	0%	-4%	-2	-14%	·	0%	-3%	-19%	·
Cc1cccc(CSc2nnc(-c3ccco3)o2)c1	-3%	-8%	-21	-1%	0%	2%	17%	17%	-9%
CN(C)S(=O)(=O)c1cccc(NC(=O)CCc2c[nH]c3ccccc23)c1	4%	-4%	13	-18%	10%	?	-7%	-2%	0%
COCCNC(=O)CN(C(=O)CCC(=O)Nc1ccccn1)c1cc(C)ccc1C	10%	2%	1	-52%	?	-3%	8%	5%	14%
COC(=O)c1ccc(/C=C2/C(=O)Oc3ccccc32)cc1	4%	-2%	12	-12%	0%	12%	25%	23%	-5%
CN1CCc2c(OCc3ccc(F)cc3)cccc2C1=O	1%	3%	-21	-12%	-8%	?	-13%	-5%	-5%
CC1CCCCC1NC(=O)c1ccc(S(=O)(=O)NCC2CCCO2)cc1 (stereo not drawn)	-17%	-1%	4	-13%	-1%	?	1%	0%	-13%
CC1CC(C)(C)N2C(=O)C(=C(C#N)C#N)c3cccc1c32 (stereo not drawn)	-1%	-26%	-14	-12%	2%	9%	1%	18%	-2%
COc1ccc(NC(=O)N2CCOCC2)cc1OC	16%	-2%	8	7%	13%	17%	17%	8%	2%
Cc1ccc(NC(=O)C(C)c2ccc(-c3ccccc3)c(F)c2)c(C)c1 (stereo not drawn)	-17%	-3%	27	-7%	2%	-4%	?	-20%	-2%
COc1ccccc1C(=O)OCC(=O)NC(C)CCc1ccccc1 (stereo not drawn)	-1%	13%	32	-24%	?	2%	23%	11%	-5%
COc1ccc(-c2c(C)c3cc(O)ccc3oc2=O)cc1	1%	-2%	0	10%	7%	?	-3%	-2%	?
C=CCN(c1ccc(C(=O)Nc2ccc(C)c(C)c2)cc1)S(C)(=O)=O	-29%	-16%	0	23%	0%	21µM*	-4%	-1%	0%
CC1CCCN(c2ccc(C(=O)OCC(=O)N3c4ccccc4Sc4ccccc43)cc2[N+](=O)[O-])C1 (stereo not drawn)	4%	-4%	-11	-1%	?	5%	6%	11%	1%
COC(=O)/C(=C1/Oc2ccc(C)cc2S1)C(F)(F)F	-2%	-1%	14	·	-1%	-12%	10%	14%	?
Cc1ccccc1OCc1nc2ccccc2n1C	0%	2%	2	56%[activator]	12%	-2%	3%	4%	-65%[inhibitor]
COc1ccc(C(=O)CSc2ccc3nnc(-c4cccnc4)n3n2)cc1	9%	-8%[11.6 µM]	-12	0%	27%	-11%	-1%	-17%	2%
CCCCCC1CC(CC(=O)Nc2ccc([N+](=O)[O-])cc2)OC1=O (stereo not drawn)	4%	-30%	-23	-4%	2%	-1%	17%	2%	-11%
O=C(CSc1ncnc2c1cnn2CCO)Nc1cccc(C(F)(F)F)c1	27%	4%	-1	-6%	-7%	?	-4%	-7%	-33%[inhibitor]
CC(Sc1nnc(COc2ccc(Cl)cc2)n1-c1ccccc1)C(=O)O (stereo not drawn)	2%	-8%[57.1 µM]	-2	0%	?	18%	6%	8%	-15%
CCOc1ncccc1C(=O)OCC(=O)Nc1c(C)cc(C)cc1C	-7%	2%	26	0%	-1%	21%	-6%	-1%	-2%
O=C(NCc1cccc(Cl)c1)c1cc(COc2ccc3ncccc3c2)on1	12µM*	-4%	?	?	17%	3.3µM*	-21%	-20%	-2%
Cc1cc(C(=O)NC2CCCCC2C)c2ccccc2n1 (stereo not drawn)	-22%	15%	37	-2%	4%	-1%	3%	-6%	-5%
Cn1c(SCC(=O)Nc2ccc(NC(=O)c3ccccc3F)cc2)nnc1-c1ccncc1	5%	-11%	10	-4%	-4%	-3%	24%	12%	1%
COC(=O)c1cc(OC)c(OC)cc1NC(=O)CN1CCOCC1	-2%	2%	3	1%	-4%	-7%	8%	1%	-2%
COc1ccc(Cc2c(C3CCCCC3)nc3c4ccccc4ccn23)c(C)c1	0%	-3%	12	10%	·	16%	?	-24%	·
COC(=O)c1c(NC(=O)CSc2nnnn2-c2ccc3c(c2)OCO3)sc(C)c1C	4%	-2%	25	-7%	2%	-21%	3%	1%	19%
Cc1cc(C)nc(N2CCC(C(=O)Nc3ccc(Oc4ccccc4)cc3)CC2)n1	-24%	0%	23	-31%	?	?	5%	6%	1%
CCCN1C(=O)c2ccccc2NC1c1ccc(Br)cc1 (stereo not drawn)	-16%	-5%	-51*	-16%	13%	-5%	-4%	?	3%
CCOc1ccccc1NS(=O)(=O)N(C)C	4%	9%	6	-1%	-3%	-6%	0%	0%	-2%
COc1ccc(-c2noc(CCN3C(=O)c4ccccc4C3=O)n2)cc1OC	2%	10%	1	-4%	3%	0%	0%	-1%	-2%
COC(=O)C(F)(Sc1c(C)n(C)n(-c2ccccc2)c1=O)C(F)(F)F (stereo not drawn)	5%	-7%	-21	5%	-6%	3%	5%	8%	1%

Random excerpt: two records from the list.
SMILES	KB-3-1 tox	WRN helicase inh	IL1B secr inh	ATXN2 expr inh	MCF10A rerep	KB-V1 MDR tox	HT1080 IDH1KD tx	HT1080-NT tox	SW480 rerep
COc1ccc(Cc2c(C3CCCCC3)nc3c4ccccc4ccn23)c(C)c1	0%	-3%	12	10%	·	16%	?	-24%	·
Cc1cc(Cl)ccc1NC(=S)N(CCCN1CCOCC1)Cc1cccs1	4%	-34%[57.1 µM]	-12	-4%	0%	?	-14%	2%	6%
